F-actin modifier – alters cytoskeleton assembly in HUVEC cells; AID 836; actives 0.18% (n = 91,000); HUVEC TNFa F-actin phalloidin imaging, high content; inhibition, % at 2 µM;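 active = inhibition above the batch mean plus 3 SD and confirmed as a hit by visual image inspection, cut at about 30% in these data, passing the limit was not always enough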; also: strong numbers were not always called active
hDAT+cocaine – changed human dopamine transporter uptake under cocaine IC80 | Q01959 | LLC-PK1 hDAT cells, [14C]-dopamine uptake with cocaine IC80; actives deviate in either direction | B-score at 10 µM | actives 1.3% (n = 110,000) | AID 449768;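 active = Z score or B-score, a plate-position-corrected score, falls beyond the plate's 99.7% confidence bounds, in either direction; inactive = both scores lie inside the 99.7% bounds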;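 also: scored against the spread of the other compound wells on the same plate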
Calb biofilm kill – kills Candida albicans biofilms; C. albicans biofilm + clotrimazole, Alamar Blue; actives 0.14% (n = 85,000); inhibition, % at 6 µM;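 active = inhibition above 20%; inactive = inhibition below 20%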;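 also: preformed 24 hr biofilms exposed to compound for 48 hr; 0% = biofilm without compound and 100% = blank killed by clotrimazole plus chlorhexidine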
LYP inh 2 – inhibitors of human LYP (PTPN22) phosphatase. actives 0.21% (n = 96,000). recombinant LYP catalytic domain, DiFMUP fluorescence. Q9Y2R2. inhibition, % at 2 µM;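 active = inhibition at 2 µM at or above a set limit, the screen mean plus 3 SD, cut at about 24% in these data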;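 also: 0% = DMSO with enzyme and 100% = enzyme fully blocked by orthovanadate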
Target sequence (Q9Y2R2 whole entry, looked up, the tested form may be a part): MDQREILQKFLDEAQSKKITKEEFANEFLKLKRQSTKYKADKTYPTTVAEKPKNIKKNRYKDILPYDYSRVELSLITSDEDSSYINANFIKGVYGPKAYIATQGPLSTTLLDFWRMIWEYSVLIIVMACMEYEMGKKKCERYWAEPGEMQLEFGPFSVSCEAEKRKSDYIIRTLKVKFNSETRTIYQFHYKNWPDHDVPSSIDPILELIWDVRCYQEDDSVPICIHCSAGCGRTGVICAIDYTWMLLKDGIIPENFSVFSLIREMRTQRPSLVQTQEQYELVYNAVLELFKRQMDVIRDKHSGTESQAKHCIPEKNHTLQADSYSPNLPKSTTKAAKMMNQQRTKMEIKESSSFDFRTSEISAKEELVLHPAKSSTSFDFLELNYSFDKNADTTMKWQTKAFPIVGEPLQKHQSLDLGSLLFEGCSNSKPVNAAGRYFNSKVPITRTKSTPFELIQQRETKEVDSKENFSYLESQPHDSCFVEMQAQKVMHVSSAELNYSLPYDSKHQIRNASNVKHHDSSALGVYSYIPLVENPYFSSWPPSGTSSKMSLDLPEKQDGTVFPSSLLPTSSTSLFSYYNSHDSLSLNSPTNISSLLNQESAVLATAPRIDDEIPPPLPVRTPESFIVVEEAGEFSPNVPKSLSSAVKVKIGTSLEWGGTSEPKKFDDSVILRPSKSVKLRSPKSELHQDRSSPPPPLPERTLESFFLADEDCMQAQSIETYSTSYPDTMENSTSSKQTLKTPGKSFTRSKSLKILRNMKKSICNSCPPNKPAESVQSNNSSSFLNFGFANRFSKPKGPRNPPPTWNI
VCAM1 TNFa inh – reduces TNF alpha induced VCAM1 expression in HUVEC; HUVEC TNFa-induced VCAM-1 immunofluorescence, high-content imaging; inhibition, % at 2 µM; actives 0.48% (n = 95,000);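 active = inhibition above the batch mean plus 3 SD, with images confirmed as a hit by eye, cut at about 37% in these data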;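 also: 0% = TNF-stimulated DMSO wells and 100% = unstimulated control wells; not every result past the cut was called active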
MT1-MMP txn act – activates MT1-MMP transcription; HT1080 MT1-MMP promoter luciferase reporter, luminescence, overnight; active compounds read high; activation factor at 10 µM; actives 0.16% (n = 86,000); AID 750;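 active = activation factor of at least 2 for MT1-MMP transcription at 10 µM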
HUVEC tox TNFa – toxic to HUVEC cells under TNF alpha stimulation | cell count reduction, % at 2 µM | HUVEC TNFalpha-stimulated, Hoechst cell count, imaging | actives 0.17% (n = 93,000);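 active = cell count reduction exceeding the screen mean by over 5 SD, scaled to untreated wells per plate, cut at about 78% in these data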;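 also: cells counted after 24 h of TNF alpha exposure following the 1 h pretreatment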
Smad3 inh – Smad3 (human) transcription factor binding inhibition. P84022. TR-FRET Smad3/Dy647-FoxH1 peptide binding, europium anti-His. inhibition, % at 25 µM. actives 0.29% (n = 88,000). AID 630;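 active = compounds that reduce the energy-transfer binding signal between the protein and its labelled peptide by more than half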;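 also: 0% = Smad3 plus labelled peptide maximal FRET and 100% = peptide-only background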
HUVEC tox IL1B – HUVEC cytotoxicity counter-screen, IL-1B stimulated. cell count reduction, % at 2 µM. HUVEC cell count loss, Hoechst imaging. actives 0.41% (n = 94,000);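 active = cell count reduction more than 3 SD above the screen-wide mean, cut at about 70% in these data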;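 also: normalized per plate to untreated control cells as the no-loss baseline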
An asterisk follows results filed as active; x = not tested or not shown; [ ] = remark or other dose. Some of the compounds tested. The share of hits here may be higher or lower than overall.

SMILES	F-actin modifier	hDAT+cocaine	Calb biofilm kill	LYP inh 2	VCAM1 TNFa inh	MT1-MMP txn act	HUVEC tox TNFa	Smad3 inh	HUVEC tox IL1B
COc1ccc(NC(=O)CSc2nc3ccccc3c(=O)n2CCNC(C)=O)c(OC)c1	-20	0.13	2	-8	-2	1.1	-7	7	-25
C=CCn1c(SCc2nc3ccccc3[nH]2)nnc1-c1cccc(OC)c1	15	2.1	1	12	2	1.5	2	12	-7
Fc1ccc(N2N=C(c3cccs3)CC2c2ccco2)c(F)c1 (stereo unspecified)	-6	-0.64	x	4	-29	x	4	x	-72
O=S(=O)(c1ccc(Cl)cc1)n1ccc(-c2cccc(OCc3c(F)cccc3Cl)c2)n1	17	0.19	x	3	11	x	33	x	-40
Nc1cc(=O)[nH]c(SCc2ccc(Cl)cc2)n1	4	0.53	-2	4	-1	1.1	-13	12	-1
CCn1c(COc2cccc(OC)c2)nnc1SCC(=O)N1CCOCC1	20	0.49	0	-3	-10	1.1	-43	6	-29
COc1cc2c(cc1OC)C(C)N(C(=O)Cn1ncc3c1-c1cc(C)ccc1OC3)CC2 (stereo unspecified)	2	1.1	4	-5	14	x	-16	2	-29
COc1cc(C)c(Cl)cc1S(=O)(=O)n1ccnc1C	-26	-0.39	0	7	-13	1	0	-9	16
COc1cc(C(=O)Nc2oc(-c3ccccc3)c(-c3ccccc3)c2C#N)cc(OC)c1OC	x	-0.98	5	x	x	1.1	x	11	x
O=C(CC1OC(=O)c2ccccc21)Nc1ccccc1N1CCOCC1 (stereo unspecified)	-5	0.7	x	3	-3	1	-2	-1	-14
CCN(CC)CCn1c(NCc2ccc(C)o2)nc2ccccc21	x	x	2	3	13	1	5	4	-12
CCOc1ncccc1C(=O)OCC(=O)c1ccc(Cl)s1	1	0.8	3	4	2	1.3	-6	-13	-94
CCCOc1ccc(OC(=O)c2ccc(Br)o2)cc1	x	0.0073	1	-7	21	1	-22	9	-71
CSc1cccc(NC(=O)c2ccccc2N(C)S(C)(=O)=O)c1	13	1.2	5	2	-13	1.1	-23	23[fluorescence artefact?]	-6
O=C(c1ccc(N2C(=O)C3CC=C(Cl)CC3C2=O)cc1)N1CCCCC1 (stereo unspecified)	10	0.77	5	-16	2	1.2	12	-1	-32
CCCCc1nc(SCC(=O)Nc2ccc(S(N)(=O)=O)cc2)n[nH]1	14	-0.083	4	4	-2	1.2	-22	-11	2
Cc1ccc(Cn2ccc(NC(=O)c3cc(-c4ccc(Br)cc4)on3)n2)cc1	-21	-0.85	4	4	8	1	-49	2	0
COc1ccc(C(=O)N/C(=C\c2cccc3ccccc23)C(=O)NCCc2c[nH]c3ccccc23)cc1OC	-11	0.12	x	8	6	x	-10	x	17
COc1ccc(NC(=O)CN(C2CCCCC2)S(C)(=O)=O)cc1Cl	14	0.31	-2	-1	5	1.1	3	3[fluorescence artefact?]	-14
O=C(NCCN1CCCC1)c1ccc2c(c1)N(Cc1ccc(F)cc1)C(=O)c1ccccc1S2=O (stereo unspecified)	x	0.73	6	x	x	1.2	x	-10	x
COc1cc(OC)c(C2=NOC(C(=O)Nc3c(C)nn(CC(=O)N4CCCC4)c3C)C2)cc1Cl (stereo unspecified)	3	-0.058	6	2	-4	1.1	1	14	24
O=c1c2ccccc2nc(SCc2nnc(-c3ccccc3)o2)n1-c1ccccc1	x	0.23	5	x	x	1	x	8	x
COc1cc(C2C3C(=O)N(c4ccccc4)C(=O)C3ON2c2ccccc2)cc(OC)c1OC (stereo unspecified)	-5	0.43	-1	4	6	1.1	0	-15	-44
CC1CCN(S(=O)(=O)c2ccc(-c3nnc(SCc4cccnc4)o3)cc2)CC1	-17	-0.28	-5	10	14	1.2	-29	-24[fluorescence artefact?]	-6
O=[N+]([O-])c1ccc(Sc2nccn2Cc2ccccc2)c([N+](=O)[O-])c1	24	-2.4	x	12	11	x	-34	x	-15
O=C1S/C(=C\c2ccc(N3CCOCC3)o2)C(=O)N1Cc1ccc(F)cc1	-2	-0.16	x	9	0	x	-4	x	-3
O=C(COc1cccc2ccccc12)N1CCN(c2ccccc2)CC1	3	0.078	14	0	-2	x	11	7	x
COc1ccc(NC(=O)CSc2ccc(C)cc2)cc1	-10	-0.037	5	-3	-7	1.8	3	2[fluorescence artefact?]	-19
CCOc1cc(C(=O)O)cc(Cl)c1OC	-2	-0.38	5	-14	18	1.1	-21	7	25
CC(=O)Oc1ccc2c(c1)OC(c1ccccc1)CC21CC(C)(C)NC(=S)N1 (stereo unspecified)	-23	x	10	-5	9	1	-8	-5	x
Cc1onc(-c2ccccc2)c1C(=O)Nc1sc2c(c1C#N)CCC2	x	-0.31	4	x	x	1.1	x	9	x
CC12C(=O)N(c3ccccc3C(=O)O)C(=O)C1C1C=CC2C1 (stereo unspecified)	-14	x	5	7	4	1.3	-12	16	12
Cc1ccccc1Nc1nc(N)nc(CSc2nnnn2-c2ccccc2)n1	18	2.7	4	-11	14	1.2	-37	14[fluorescence artefact?]	6
CCC(=O)N1CCc2cc(S(=O)(=O)NCCC(=O)Nc3ccccc3C)ccc21	-10	0.47	4	-9	14	1	-21	-14	12
O=C1CCCCC(=O)c2ccccc2N1	-4	0.00084	0	-4	4	1	7	3	-16
COC(=O)CSc1nnc(-c2ccc(S(=O)(=O)NCc3cccs3)cc2)o1	-10	0.11	13	-16	-23	1.1	-5	3	-20
CC(=O)c1cccc(NC(=O)C2CCCN(S(=O)(=O)c3ccc(F)cc3)C2)c1 (stereo unspecified)	12	0.035	3	9	7	1	0	8	6
Cc1cc(C)c2c(n1)SCC(=O)N2CC(=O)NCCC1=CCCCC1	x	-0.12	8	x	x	1.1	x	3	x
CN(C)C(=O)CNC(=O)C1CCCCC1	-5	0.068	4	-6	12	1.1	-5	-3	-17
CCC1(C)Nc2ccccc2C(=O)N1O (stereo unspecified)	x	0.089	4	-7	12	1.7	-20	-3	-17
Cc1ccc(/C=C2\SC(=S)N(CCCC(=O)Nc3ccccn3)C2=O)cc1	12	-0.045	x	6	-14	x	-4	x	12
Cc1ccc2nc(-c3ccccc3)nc(SC(C)C(=O)NCc3cccs3)c2c1 (stereo unspecified)	-31	x	x	-2	-4	x	1	x	-1
CCSc1nnc(NC(=O)COc2ccccc2)s1	1	-0.044	6	0	16	1.2	-11	-8	-8
CC1(C)CC(=O)C(C=Nc2ccccc2)=C(O)C1	1	0.12	2	2	10	1	-26	5	3
Cc1noc2ncnc(Oc3ccc4ccccc4c3)c12	-6	x	x	-4	16	x	5	x	-13
Cc1cc(C(=O)Nc2ccccn2)cs1	6	0.8	x	-2	10	0.7	21	x	-10
CCOC(=O)c1ccccc1NC(=O)c1ccc(Cl)c(S(=O)(=O)N2CCOCC2)c1	13	x	4	-5	-19	1	-36	7	-9
CCOC(=O)Cc1nnc(NC(=O)CSc2nnc3c4ccccc4n(C)c3n2)s1	11	-0.079	7	9	8	1	-23	1	-5
CCCCCOc1ccc(C2NC(=O)NC2=O)cc1 (stereo unspecified)	-16	0.49	5	-2	12	x	27	-2	26
CCC(C)(C)n1nnnc1C(C(C)C)N(CCN1CCOCC1)Cc1cc2cccc(C)c2[nH]c1=O (stereo unspecified)	-6	0.25	6	1	12	1.1	-1	-3	0
CCOCCCNC(=O)c1ccc(NC(C)=O)cc1	8	0.66	7	1	3	1.3	-42	5	12
C=CCN(CC=C)S(=O)(=O)c1ccc(NC(=S)NC(=O)c2ccc(-c3ccccc3)cc2)cc1	4	-0.11	x	3	-19	x	-25	x	-4
Cc1ccc(S(=O)(=O)c2nc(NCc3ccc4c(c3)OCO4)sc2Cl)cc1	2	-0.52	x	1	0	x	9	x	-16
CCCCN(CC)CCNc1c(NC2CCN(C(=O)OCC)CC2)c(=O)c1=O	-4	-0.69	-1	-1	23	1.1	-27	-5	-14
COC(=O)c1cc(NC2c3ccccc3C(=O)N2c2ccc(Cl)cn2)cc(C(=O)OC)c1 (stereo unspecified)	x	1.9	2	x	x	1.3	x	-6	x
Cc1ccccc1CN1CCN(CC(=O)NCc2ccco2)C1=O	-7	-0.73	6	9	14	1.1	1	11	-51
Cc1ccc(-n2nc(-c3cccs3)cc2C(=O)NCC2CCCO2)c(C)c1 (stereo unspecified)	-13	0.84	6	-1	4	1.1	-12	5	6
CC(=O)N1CCN(c2ccc(NCc3ccccc3)cc2)CC1	-10	1.1	-3	7	-7	1.1	-18	5[fluorescence artefact?]	-3
O=C(CCCC(=O)OCC(F)(F)C(F)F)Nc1ccc(NC(=O)CCCC(=O)OCC(F)(F)C(F)F)cc1	2	-0.19	0	1	8	1.1	-5	19	7
Cc1cc(=O)[nH]c(-c2ccccc2O)n1	-9	-0.19	2	-3	16	1	-12	-1	-4
(listing goes on)
SMILES	F-actin modifier	hDAT+cocaine	Calb biofilm kill	LYP inh 2	VCAM1 TNFa inh	MT1-MMP txn act	HUVEC tox TNFa	Smad3 inh	HUVEC tox IL1B
CCOc1ccc(OCC(=O)N2CCOCC2)cc1	-15	-1.1	1	-34	-5	1.1	-10	1	-36
COc1cc(C2CC(C(F)(F)F)n3ncc(C(=O)O)c3N2)cc(OC)c1OC (stereo unspecified)	3	-0.57	4	-12	6	1.1	-14	-8	-18
Cc1csc(NC(=O)CN2CCCCCC2)n1	32	-1.8	4	7	0	1.1	-31	5	-109
O=C(N/N=C/c1cn(-c2ccccc2)nc1-c1ccc(F)cc1)c1ccc2c(c1)OCO2	-1	0.061	x	12	-21	x	-4	x	13
Cn1c(=O)c2ncn(CC(=O)Nc3cccc(-c4nc5ccccc5s4)c3)c2n(C)c1=O	10	1.3	x	12	-6	x	-27	x	24
CCOCC(=O)Nc1sc2c(c1C(=O)OCC)CCCC2	19	x	2	7	4	1.2	-32	9	92*
COc1ccc(OC)c(C(c2nnnn2CC2CCCO2)N2CCN(C)CC2)c1 (stereo unspecified)	22	-0.65	-2	-3	11	1.1	-24	10	8
CN(C)S(=O)(=O)N1CCN(C(=O)N2CCCCC2)CC1	x	-0.57	5	-2	x	1	x	-1	-11
COc1ccccc1N1CCN(C(=O)C2CCN(S(=O)(=O)c3ccc(F)cc3)CC2)CC1	x	0.58	5	x	x	1	x	5[fluorescence artefact?]	x
CCOC(=O)N1CCN(C(=O)C2CCN(S(=O)(=O)c3ccccc3)CC2)CC1	5	-0.3	0	-3	-7	1	-35	12	-2
Cn1nnc2cc(C(=O)NC(C)(C)C)ccc21	-49	-1.6	3	-4	-2	1.2	-23	0[fluorescence artefact?]	-11
Cn1c(/C(C#N)=N/O)nc2ccccc21	17	0.62	6	2	2	1.2	-35	-11	-7
Cc1ccc2c(c1)N(CC(=O)NCC1CCCO1)C(=O)C(C)O2 (stereo unspecified)	x	-0.33	7	13	2	1.2	23	6	2
O=C(Nc1ccc(F)c(F)c1)c1cc(S(=O)(=O)N2CCN(c3ccccn3)CC2)ccc1F	x	-0.011	1	8	9	1.2	10	-14	20

Whole records, quoted from the list. Order of screens: F-actin modifier, hDAT+cocaine, Calb biofilm kill, LYP inh 2, VCAM1 TNFa inh, MT1-MMP txn act, HUVEC tox TNFa, Smad3 inh, HUVEC tox IL1B
`CN(C)S(=O)(=O)N1CCN(C(=O)N2CCCCC2)CC1` as listed: x, -0.57, 5, -2, x, 1, x, -1, -11
`Cn1c(/C(C#N)=N/O)nc2ccccc21` as listed: 17, 0.62, 6, 2, 2, 1.2, -35, -11, -7
`Cn1c(=O)c2ncn(CC(=O)Nc3cccc(-c4nc5ccccc5s4)c3)c2n(C)c1=O` as listed: 10, 1.3, x, 12, -6, x, -27, x, 24
`CCOc1ccc(OCC(=O)N2CCOCC2)cc1` as listed: -15, -1.1, 1, -34, -5, 1.1, -10, 1, -36
`COc1cc(C2CC(C(F)(F)F)n3ncc(C(=O)O)c3N2)cc(OC)c1OC` (stereo unspecified) as listed: 3, -0.57, 4, -12, 6, 1.1, -14, -8, -18

From PubChem BioAssay
